Source: PubChem (National Center for Advancing Translational Sciences (NCATS))
ELG1 genotoxic: genotoxicity induction in ELG1-luciferase HEK293T cells. HEK293T ELG1-luciferase reporter, luminescence, 16 h. Potency, µM (titrated, usually from 46 µM), for the others: top-dose activity change, positive = activation, hits mostly activators. 330,000 tested, 1.3% active; also: % of control where 0% means no effect; nearly all actives have a fitted effect of over 60% in size
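Screening used a luciferase reporter fused to human ELG1 in HEK293T cells. Luminescence was read on a CCD plate imager after 16 hr exposure and 30 min ONE-Glo incubation.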
Gal4-VP16 FLuc: counter-screen for ROR gamma inhibitors: Gal4-VP16 reporter. Potency, µM (highest dose often 53.6 µM), for inactives: top-dose activity, negative = inhibition, actives largely listed as inhibitors. 310,000 tested, 3.5% active. Drosophila S2 Gal4-VP16 UAS-luciferase, luminescence, 20 h;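 also: Gal4-VP16 expression switched on by copper sulfate through the metallothionein promoter; % is scaled to controls: 0 for no effect and ±100 for the full control effect; nearly all actives have a fitted effect of over 50% in size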
Rab9 prom act: Rab9 promoter activation; 320,000 tested, 2.8% active; AID 485297; Potency, µM (series often up to 9.22 µM), for the others: top-dose activation, negative = inhibition, most hits filed as activators; Huh7 Rab9 promoter-luciferase reporter, luminescence, 24 h; also: % of control where 0% means no effect; nearly all actives have a fitted effect of over 60% in size
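Cells were plated at 1500 per well in reduced-serum medium with 10% FBS and left 2 h. Compound in DMSO was then added for 24 h at 37 °C. Reporter signal was read by luminescence after 10 min with luciferase detection reagent.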
RORgamma inh: inhibitors of mouse ROR gamma transcriptional activity. P51450. Potency, µM (series often up to 53.6 µM), inactives show at the top dose activity change, negative = inhibition, usual class: inhibitors. AID 2551. 310,000 tested, 5.4% active. Drosophila S2 Gal4-RORgamma UAS-luciferase reporter, 20 h; also: % is scaled to controls: 0 for no effect and ±100 for the full control effect; nearly all actives have a fitted effect of over 60% in size
Target sequence (P51450 whole entry, looked up, the tested form may be a part): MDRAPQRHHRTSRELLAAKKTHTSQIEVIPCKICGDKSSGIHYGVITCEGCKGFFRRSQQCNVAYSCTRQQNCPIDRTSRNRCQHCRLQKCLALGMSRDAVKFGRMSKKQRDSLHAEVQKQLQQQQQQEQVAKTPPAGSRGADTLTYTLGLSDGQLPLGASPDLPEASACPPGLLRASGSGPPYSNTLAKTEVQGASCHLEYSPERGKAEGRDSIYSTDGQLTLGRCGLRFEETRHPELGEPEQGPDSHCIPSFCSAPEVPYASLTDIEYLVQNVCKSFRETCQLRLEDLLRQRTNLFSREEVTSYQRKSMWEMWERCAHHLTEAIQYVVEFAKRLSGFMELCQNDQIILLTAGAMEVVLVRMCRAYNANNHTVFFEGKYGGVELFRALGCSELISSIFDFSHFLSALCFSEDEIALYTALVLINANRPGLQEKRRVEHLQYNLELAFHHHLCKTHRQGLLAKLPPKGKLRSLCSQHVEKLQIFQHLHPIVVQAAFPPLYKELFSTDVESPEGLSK
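Drosophila S2 cells stably expressing Gal4-DBD/mouse RORγ fusion under metallothionein promoter plus UAS-luciferase; compound 1 h, then 700 uM CuSO4 induction for 20 h at ambient temperature; inhibition read as reduced luminescence.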
BRCA1 expr act: activators of BRCA1 expression. MCF7-BRCA1-FFLuc reporter, luminescence, 48 h; response scale: scaled: vehicle 0%, 10 µM genistein 100%. Potency, µM (titrated, usually from 46.1 µM), for inactives: at the top dose activation, hits mostly activators. 380,000 tested, 1.1% active. AID 624202; also: nearly all actives have a fitted effect of over 80% in size; some results filed as inactive show a strong effect at the top dose
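Cells: MCF7-BRCA1-FFLuc, 2000/well. Exposure: 48 h, 37 °C, 5% CO2. Read: luminescence, 15 min post-substrate. Controls: genistein 10 microM (maximal activation), DMSO (neutral).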
uPA surface inh: blocks generation of uPA at the cell surface. AID 540303. 330,000 tested, 0.31% active. Potency, µM (titrated, usually from 38.3 µM), without a hit: at the top dose activity change, negative = inhibition, actives largely listed as inhibitors. cell surface uPA generation assay, qHTS; active = well fitted inhibition curve with a large enough effect; inconclusive = small, poorly fitted or top-dose-only effect; inactive = no such curve, though single readings can be large or run the other way; tested in mouse RAW 264.7 cells; also: % is scaled to controls: 0 for no effect and ±100 for the full control effect; nearly all actives have a fitted effect of over 55% in size
FLuc modulator: firefly luciferase modulation, counter-screen for miR-21 project | purified FLuc, Km substrates, luminescence inhibition | 360,000 tested, 6.9% active | Potency, µM (top dose mostly 57.5 µM), for the others: at the top dose activity change, negative = inhibition, usual class: inhibitors;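 also: plate controls were vehicle for no effect and reference inhibitor for full effect; nearly all actives have a fitted effect of over 55% in size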
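Purified P. pyralis luciferase (10nM final) with 10uM D-luciferin and 10uM ATP (Km levels) in 50mM Tris acetate pH 7.5, 10mM Mg acetate, 0.01% Tween-20, 0.05% BSA; qHTS 6-point titration, ~60 µM downward; luminescence read.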
p53 reactivation: re-activators of mutant p53. H1299 p53-A138V BP100-luciferase reporter, luminescence, 24 h. Potency, µM (series often up to 92.2 µM), inactives show at the highest dose activity change, positive = activation, usual class: activators. 320,000 tested, 0.063% active. AID 504706; also: % of control where 0% means no effect; nearly all actives have a fitted effect of over 45% in size
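p53-null H1299 cells stably carrying temperature-sensitive p53-A138V and a BP100-luciferase reporter were pinned with compounds (4-point, 1:5 series) and held 24 hrs at 37 deg C. Luminescence was read 10 min after detection reagent.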
NPC1 promoter act: activators of NPC1 promoter; Huh7 NPC1 promoter luciferase reporter, 24 h; Potency, µM (doses to about 9.22 µM), for the others: top-dose activation, hits mostly activators; 320,000 tested, 2.4% active;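 also: % of control where 0% means no effect; nearly all actives have a fitted effect of over 60% in size; reporter is driven by a mutant NPC1 promoter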
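Compounds in DMSO were transferred onto Huh7 NPC1-luciferase reporter cells pre-incubated 2 h; after 24 h at 37 °C, Amplite reagent was dispensed and luminescence recorded 10 min later.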
MBNL1-CUG inh: inhibitors of human MBNL1 binding to CUG repeat RNA. Q9NR56. TR-FRET MBNL1-His/biotin-(CUG)12 binding, 665/545 ratio. Potency, µM (top dose mostly 57.5 µM), inactives show at the highest dose activity change, negative = inhibition, actives largely listed as inhibitors. 280,000 tested, 0.036% active. AID 2675; active = well fitted inhibition curve with a large enough effect in the signal ratio, with a control signal flat, not every such curve was filed as active; inconclusive = small, poorly fitted or top-dose-only effect, or effect the other way, or a change in a side signal; inactive = no such curve, though single readings can be large or run the other way; the % refers to the signal ratio; also: % is scaled to controls: 0 for no effect and ±100 for the full control effect
Target sequence (Q9NR56 whole entry, looked up): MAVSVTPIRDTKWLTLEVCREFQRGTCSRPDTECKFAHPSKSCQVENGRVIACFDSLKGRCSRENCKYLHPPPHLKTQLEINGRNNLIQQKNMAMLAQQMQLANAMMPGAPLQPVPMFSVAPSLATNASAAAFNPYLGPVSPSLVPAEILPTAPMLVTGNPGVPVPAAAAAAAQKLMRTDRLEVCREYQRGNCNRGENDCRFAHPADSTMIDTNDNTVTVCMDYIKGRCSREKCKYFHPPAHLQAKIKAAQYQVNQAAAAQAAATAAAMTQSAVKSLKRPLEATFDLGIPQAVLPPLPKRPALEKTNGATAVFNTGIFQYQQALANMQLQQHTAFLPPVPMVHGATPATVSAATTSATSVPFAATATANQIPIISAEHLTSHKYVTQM
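TR-FRET readout: Ex 340 nm, 665/545 nm emission ratio, normalized to buffer-only (basal) and MBNL1-(CUG)12 controls. Complex of MBNL1-His with Biotin-(CUG)12, compounds 92 nM–58 uM, incubated 60 min at room temperature.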
The depositor's hits bear a star; ? = inconclusive; / = not tested or not shown; [ ] = remark or other dose. Unless noted, calls follow the shape of the dose curve; as a rule, active = well fitted curve in the direction sought with a large enough effect; inconclusive = small, poorly fitted or top-dose-only effect, or another doubt; inactive = no such curve, though single readings can be large; an effect the other way counts as inactive or inconclusive. Potency is read from the fitted curve at half-maximal effect.

compound | ELG1 genotoxic | Gal4-VP16 FLuc | Rab9 prom act | RORgamma inh | BRCA1 expr act | uPA surface inh | FLuc modulator | p53 reactivation | NPC1 promoter act | MBNL1-CUG inh
O=C(O)CSc1nnc(CNc2ccccc2Cl)n1-c1ccccc1 | 2% | 8% | -1% | 16% | 9% | 2% | 0% | -3% | 0% | -9%
Cn1nc(C(=O)OCC(=O)N2CCc3ccccc32)c2ccccc2c1=O | 2% | 0% | 9% | -7% | -1% | -1% | ? | -3% | 1% | 7%
CN1CCN(c2ccc(CNS(=O)(=O)Cc3ccc(Cl)cc3)cc2)CC1 | 0% | 2% | -6% | 11% | -9% | 12% | -1% | 5% | -1% | 2%
COc1ccccc1Nc1nnc(SCC(=O)NC(=O)Nc2ccc3c(c2)OCCO3)s1 | ? | -4% | -7% | -11%[10 µM] | -40% | -3% | 1% | 2% | -1% | /
COC(=O)c1ccc(NC(=O)c2ccccc2NS(C)(=O)=O)cc1 | -4% | -16% | 1% | 36% | 34% | -2% | 12µM* | 11% | 0% | -7%
O=C(NCC1CCN(c2ccc(S(=O)(=O)N3CCOCC3)cc2)CC1)c1ccc(Cl)cc1 | -10% | ? | -10% | -24% | -36% | -13% | -1% | -5% | -3% | 4%
CCOc1ccc(NC(=O)c2ccc(N3CC4CC(C3)c3cccc(=O)n3C4)c(NC(=O)c3cccnc3)c2)cc1 (stereo not drawn) | 3% | -6% | 3% | 3% | 4% | -1% | -14% | -12% | -1% | -17%
CC1=NN(c2ccc([N+](=O)[O-])cc2)C(c2ccccc2)C1 (stereo not drawn) | 7% | 2% | 2% | 35% | -5% | -17% | -15% | 0% | -4% | ?
COc1ccc(N2CCN(C3CCCN(C(=O)CN4CCCCC4=O)C3)CC2)cc1 (stereo not drawn) | 2% | -1% | 11% | 0% | 3% | 3% | 1% | 4% | -5% | -4%
COc1ccccc1C(=O)NC(=O)COC(=O)C1CC1 | -1% | / | 1% | / | 3% | 3% | 9.5µM* | 5% | 2% | /
CCC(=O)c1ccc(OCc2ccc(C#N)cc2)cc1 | ? | 23% | ? | ? | 3.5µM* | -3% | ? | ? | 27% | -2%
O=C(CCC1COc2ccccc2O1)Nc1ccccn1 (stereo not drawn) | -2% | 0% | -1% | 0% | -12% | -5% | -9% | 9% | -2% | -3%
Cn1c(C(=O)NCCCN2CCN(c3ccccc3F)CC2)cc2c(=O)n(C)c3ccccc3c21 | -8% | -14% | -4% | 7% | 0% | ? | 3% | -2% | 1% | -4%
FC(F)Oc1ccc(NC(=S)NN2CCOCC2)cc1 | 0% | 17% | -1% | -2% | 76% | -1% | 0% | 4% | -5% | 1%
COc1ccc(N(CC(=O)N/N=C/c2ccc(-c3ccc([N+](=O)[O-])cc3)o2)S(=O)(=O)c2ccc(C)cc2)cc1 | 0% | -18% | -6% | -13% | -18% | 10% | 2% | -27% | -7% | 0%
Cc1c(NC(=O)CN2C(=O)NC(C)(c3ccc4c(c3)OCCO4)C2=O)c(=O)n(-c2ccccc2)n1C (stereo not drawn) | 1% | -5% | 7% | 31% | -12% | 4% | 3% | -9% | -1% | -10%
CCCCN(Cc1ccccc1)C(=O)c1cnc2n(c1=O)CCS2 | 7% | 0% | -3% | 1% | -24% | 0% | 0% | 13% | -5% | 10%
COc1ccc(CNc2cc(C)ccn2)c(O)c1 | 0% | 18% | 1% | 22% | 6% | 5% | ? | 2% | -3% | -6%
CCOC(CNc1ncnc2sc(-c3ccccc3)cc12)OCC | -4% | 1% | 8% | 9% | 0% | -6% | -18% | -1% | 11% | 23%
COc1ccc(S(=O)(=O)N2CCCCC2)cc1NC(=O)CCCNC(=O)c1ccc(Cl)cc1 | 1% | / | 2% | / | 4% | 6% | 5% | -8% | -4% | /
CCOC(=O)c1ccc(OCC(=O)c2ccc(O)cc2O)cc1 | ? | 1.1µM* | 22% | 0.25µM* | 68% | -6% | 6.7µM* | 21% | 21% | 7%
Cc1cccc(C(=O)N2CCCC(CCC(=O)N3CCN(c4ccccn4)CC3)C2)c1C (stereo not drawn) | -16% | -5% | -7% | 15% | -26% | 2% | -1% | -5% | -24% | -12%
O=C(Nc1cc(S(=O)(=O)Nc2ccc(Cl)cc2)ccc1N1CCCCC1)c1ccc(F)cc1Cl | -4% | -16% | -6% | ? | -93%[inhibitor] | -11% | 13% | 12% | -8% | -5%
CCOc1ccc(S(=O)(=O)NCCC(=O)N(C)Cc2cccs2)cc1 | 1% | / | 1% | / | 4% | -1% | 0% | 0% | -3% | /
COc1ccc(-n2nc(C(=O)NCC(=O)Nc3cc(C)ccc3OC)c3ccccc3c2=O)c(OC)c1 | -13% | -3% | -3% | 36% | -18% | 1% | -1% | 0% | 4% | 2%
CCOCCCNC(=O)c1ccc(NC(=O)C2CCCO2)cc1 (stereo not drawn) | 1% | 8% | -1%[1.84 µM] | 6% | 0% | 13% | -1% | 5% | 2% | 0%
COc1ccccc1C(=O)Nc1ccnn1C1CCN(C/C=C/c2ccccc2)CC1 | -5% | 4% | 5% | -2% | -33% | 1% | 5% | -5% | 1% | 0%
Cc1cccc(NC(=O)CSc2nc3ccccc3c(=O)n2C)c1 | 6% | ? | -6% | ? | -13% | -7% | -5% | -2% | -11% | 4%
Cc1ccc2[nH]c(=O)c(CN(CC3CCCO3)C(=S)Nc3ccccc3)cc2c1 (stereo not drawn) | -4% | -4% | -3% | 20% | -73% | -9% | -1% | -2% | -9% | -3%
COc1ccccc1-c1nnc(SCC(=O)Nc2ccccc2)o1 | -1% | -27% | ? | -1% | 14% | -9% | -8% | 20% | ? | -8%

Record cards, from the list above. Order of screens: ELG1 genotoxic, Gal4-VP16 FLuc, Rab9 prom act, RORgamma inh, BRCA1 expr act, uPA surface inh, FLuc modulator, p53 reactivation, NPC1 promoter act, MBNL1-CUG inh
O=C(CCC1COc2ccccc2O1)Nc1ccccn1 (stereo not drawn) is listed with -2%, 0%, -1%, 0%, -12%, -5%, -9%, 9%, -2%, -3%
CCOc1ccc(NC(=O)c2ccc(N3CC4CC(C3)c3cccc(=O)n3C4)c(NC(=O)c3cccnc3)c2)cc1 (stereo not drawn) is listed with 3%, -6%, 3%, 3%, 4%, -1%, -14%, -12%, -1%, -17%
COc1ccc(N(CC(=O)N/N=C/c2ccc(-c3ccc([N+](=O)[O-])cc3)o2)S(=O)(=O)c2ccc(C)cc2)cc1 is listed with 0%, -18%, -6%, -13%, -18%, 10%, 2%, -27%, -7%, 0%
COc1ccc(CNc2cc(C)ccn2)c(O)c1 is listed with 0%, 18%, 1%, 22%, 6%, 5%, ?, 2%, -3%, -6%
CCCCN(Cc1ccccc1)C(=O)c1cnc2n(c1=O)CCS2 is listed with 7%, 0%, -3%, 1%, -24%, 0%, 0%, 13%, -5%, 10%

Next section:
compound | ELG1 genotoxic | Gal4-VP16 FLuc | Rab9 prom act | RORgamma inh | BRCA1 expr act | uPA surface inh | FLuc modulator | p53 reactivation | NPC1 promoter act | MBNL1-CUG inh
CC(C)(C)[C@H]1C=C(C(=O)N2CCOCC2)O[C@@H](OCc2ccc(CO)cc2)C1 | 0% | -9% | -2% | 16% | 13% | -8% | 1% | 0% | -2% | 1%
COC(=O)NCC(c1cccnc1)N1CCN(c2ccccc2F)CC1 (stereo not drawn) | 0% | 3% | -1% | ? | -9% | 0% | 4% | 3% | -2% | -16%
Cc1sc2nc3c(C(=O)N4CCN(c5ccccn5)CC4)cccn3c(=O)c2c1C | -5% | -8% | 1% | -9% | / | / | -1% | 7% | 0% | -12%
C=CCN(CC=C)C(=O)c1ccncc1 | 1% | 7% | -3% | -2% | 2% | 4% | 0% | 16% | 1% | -7%
CC(O)Cc1cn([C@@H](CCCCNC(=O)OC(C)(C)C)C(=O)N2CCN(C(=O)OC(C)(C)C)CC2)nn1 (stereo partly drawn) | 3% | -2% | 2% | 7% | 0% | -4% | 0% | -5% | -5% | 4%
O=C1C(Cc2ccccc2)Nc2ncnc(N3CCCCC3)c2N1Cc1ccccc1 (stereo not drawn) | 1% | / | / | / | 6% | 3% | / | -6% | / | /
COc1ccc(C(=O)Nc2cccc3c2CCCC3)cc1 | / | 7% | 9% | 23% | 0% | ? | -23% | 1% | -19% | 0%
CC(C)c1ccc(NC(=O)COc2ccc(S(=O)(=O)N3CCOCC3)cc2)cc1 | 3% | 3% | -3% | 23% | 14% | 7% | 1% | 14% | -1% | -3%
COc1ccc(CN(C(=O)c2ccc(CN3CCOCC3)o2)C(C(=O)NCC2CCCO2)c2ccc(F)cc2)cc1 (stereo not drawn) | -1% | ? | -7% | 13% | 2% | -1% | -6% | 0% | 0% | -2%
